Bioassay records from PubChem.
HIF activator – HIF pathway transcriptional activators, primary screen, cell-based, U2OS HRE-luciferase, luminescence; 0.32% of 300,000 active; U2OS HRE-luciferase reporter; normalized: DMSO 0%, desferrioxamine 100%; activation, % at 7.5 µM (by protocol);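 active means mean activation of at least 10% of the iron chelator positive control signal, with at least half of replicates also reaching 10%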
MrgX1 allo act – positive allosteric modulators of MrgX1, primary screen, HEK293 cells, Fluo-4 calcium flux; Mas-related G-protein coupled receptor member X1 (Homo sapiens), Q96LB2; FDSS; stronger effect = higher value; B-score at 10 µM; 0.63% of 310,000 active; AID 588675, 2011;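 active means plate-corrected calcium response at least 3 library SD above typical, normal starting fluorescence, not activating the receptor alone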;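 further: compound read alongside a low EC10 to EC30 dose of BAM8-22 agonist; peak minus trough fluorescence over baseline measured at the second addition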
MrgX1 antag – antagonists of human MrgX1 receptor, primary screen, HEK293 cells, Fluo-4 calcium flux | Mas-related G-protein coupled receptor member X1 (Homo sapiens), Q96LB2 | BAM8-22 antagonism; stronger effect = lower value | B-score at 10 µM | 1.3% of 310,000 active | AID 588676, 2011;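 active means calcium-response B-score plate-corrected more than 3 library SD below zero, starting fluorescence within 5 deviations, no agonist response on first addition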;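 further: peak minus trough fluorescence over baseline after final BAM8-22 challenge near maximal dose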
TRPC4 block – inhibitors of mouse TRPC4 channel, primary screen, Fluo4 calcium, HEK293 TRPC4beta/mu-opioid cells; Short transient receptor potential channel 4 (Mus musculus), Q9QUQ5; DAMGO-evoked Fluo4 calcium flux; stronger effect = lower value; B-score at 10 µM; 0.39% of 300,000 active; AID 2247, 2010;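 active means B-score over 3 SD under the library average, no early fluorescence shift, positive overall ratio signal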
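Assay system: TRPC4beta/mu-opioid receptor HEK293 cell line; compound dosing: single concentration per test compound; detection: Fluo4 Ca2+ flux fluorescence; evaluation: per-well B score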
TRPC4 PAM – positive allosteric modulators of TRPC4, primary screen, cell-based, mouse TRPC4beta, HEK293 mu-opioid, Fluo-4 calcium | Short transient receptor potential channel 4 (Mus musculus), Q9QUQ5 | DAMGO EC20, Fluo-4 Ca2+ flux; stronger effect = higher value | B-score at 10 µM | 0.42% of 310,000 active | AID 2227, 2009;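 active means B-score of calcium response area above 5 SD of library B-scores, with initial fluorescence ratio within 5 SD of library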;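 further: B-score of integrated fluorescence ratio over time as area under calcium response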
MrgX1 ag – agonists of human MrgX1 receptor, primary screen, HEK293 cells, Fluo-4 calcium flux; Mas-related G-protein coupled receptor member X1 (Homo sapiens), Q96LB2; Fluo-4 calcium fluorescence, agonist mode; stronger effect = higher value; B-score at 10 µM; 0.44% of 310,000 active; AID 588627, 2011;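 active means calcium response B-score plate-corrected fluorescence ratio at least 3 library SD, with starting fluorescence B-score inside 5 SD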
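Test system: HEK293 cells stably expressing human MrgX1 receptor; Input: fifteen thousand cells per well; Dosing: compound delivered in addition one of three; Schedule: overnight seeding, then 1 h dark dye loading; Technique: Fluo-4 NW calcium fluorescence; Measure: B-scored fluorescence response ratio; Controls: positive and negative controls per plate.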
TRPC6 activator – mouse TRPC6 channel activators, primary screen, cell-based, HEK293, membrane potential dye. Short transient receptor potential channel 6 (Mus musculus), Q61143. HEK293-TRPC6 membrane potential dye fluorescence; stronger effect = higher value. B-score at 10 µM. 0.13% of 310,000 active;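 active means B-score of the integrated fluorescence ratio above library mean plus 3 SD, and starting fluorescence ratio within library mean plus 5 SD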;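 further: higher score means more depolarization so channel activation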
Target sequence (Q61143 whole entry, looked up): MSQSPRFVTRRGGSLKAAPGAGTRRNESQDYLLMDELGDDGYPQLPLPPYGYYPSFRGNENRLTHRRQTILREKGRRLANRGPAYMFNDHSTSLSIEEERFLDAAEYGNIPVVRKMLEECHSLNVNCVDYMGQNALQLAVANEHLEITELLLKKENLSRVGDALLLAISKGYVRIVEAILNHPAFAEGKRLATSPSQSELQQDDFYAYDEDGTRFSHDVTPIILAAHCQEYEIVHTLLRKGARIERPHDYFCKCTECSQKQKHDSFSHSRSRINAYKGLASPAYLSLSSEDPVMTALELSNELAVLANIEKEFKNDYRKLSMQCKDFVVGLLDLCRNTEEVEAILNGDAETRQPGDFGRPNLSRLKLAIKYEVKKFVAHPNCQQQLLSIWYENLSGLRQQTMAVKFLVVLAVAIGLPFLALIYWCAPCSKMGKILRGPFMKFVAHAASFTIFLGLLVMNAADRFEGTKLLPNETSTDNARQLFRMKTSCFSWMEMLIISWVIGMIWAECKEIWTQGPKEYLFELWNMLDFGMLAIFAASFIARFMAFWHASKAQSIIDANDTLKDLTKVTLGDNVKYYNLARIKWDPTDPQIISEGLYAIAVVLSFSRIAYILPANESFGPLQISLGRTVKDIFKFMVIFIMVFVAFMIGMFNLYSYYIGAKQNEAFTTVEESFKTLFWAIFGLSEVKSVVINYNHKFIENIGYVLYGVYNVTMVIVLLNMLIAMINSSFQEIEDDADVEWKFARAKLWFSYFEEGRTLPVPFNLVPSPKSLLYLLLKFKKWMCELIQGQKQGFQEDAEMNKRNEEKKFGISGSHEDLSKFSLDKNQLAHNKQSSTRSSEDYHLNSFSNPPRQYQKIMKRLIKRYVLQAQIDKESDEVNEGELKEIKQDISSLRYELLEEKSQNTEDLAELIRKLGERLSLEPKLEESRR
TRPC6 inhibitor – mouse TRPC6 channel inhibitors, primary screen, cell-based, HEK293, membrane potential dye | ACh-evoked depolarization; stronger effect = lower value | Short transient receptor potential channel 6 (Mus musculus), Q61143 | 1.1% of 310,000 active | B-score at 10 µM;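 active means B-score under library mean minus 3 SD, initial fluorescence not abnormally high, positive integrated signal ratio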;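 further: B-score derived from integrated fluorescence ratio over the kinetic read; more negative B-score means stronger inhibition of depolarization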
PolyA inhibitor – polyadenylation inhibitors in yeast reporter cells, primary screen, luminescence, S. cerevisiae; S. cerevisiae SKY197-pL101 polyadenylation reporter, beta-gal luminescence; efflux-impaired pdr1/pdr3 knockout yeast; score 100 = 6 SD above DMSO; calls only at 12 µM; 0.02% of 300,000 active;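 active means lowest replicate activity score at least 50, where 100 means six control SD above control mean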;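 further: yeast exposed to compound for 9 h at 30 °C; higher score means more reporter readthrough which indicates perturbed polyadenylation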
TRPC4 agonist – activators of mouse TRPC4 channel, primary screen, Fluo4 calcium, HEK293 TRPC4beta/mu-opioid cells; Short transient receptor potential channel 4 (Mus musculus), Q9QUQ5; Fluo4 calcium fluorescence; stronger effect = higher value; B-score at 10 µM; 0.49% of 310,000 active;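 active means B-score above 5 SD of library B-scores, and initial fluorescence ratio not above library mean plus 5 SD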;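 further: positive B-score marks a calcium rise read as TRPC4 activation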
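Assay system: HEK293 cells stably co-expressing mouse TRPC4beta and mu-opioid receptor / Timing: Fluo4 dye loading 45 min at room temperature, 110 s recording / Signal: Fluo4 calcium-sensitive dye fluorescence, kinetic, 1 Hz baseline / Read-out: integrated baseline-normalised fluorescence ratio, converted to per-well B score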
AI-2 QS modul – Vibrio harveyi AI-2 quorum sensing modulators, primary screen, JMH597 strain, luminescence/OD600 ratio; Vibrio harveyi JMH597 AI-2 luminescence/OD600 ratio, 9 h; stronger effect = lower value; strain lacks LuxN and CqsS sensors; 0 = neutral-control median; activity change, % at 7.5 µM; 0.4% of 300,000 active; in the data active means activity change below about -75%, passing the limit was not always enough;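 further: luminescence divided by OD600 gain over 9 h not by final OD600 alone; inactives centre near 13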
An asterisk follows results filed as active. Only part of the results is shown; rates above refer to the full screens.

`Cc1ccc(S(=O)(=O)NCC(=O)N2CCN(c3ccccc3F)CC2)cc1` gave HIF activator 1.2, MrgX1 allo act inactive, MrgX1 antag inactive, TRPC4 block inactive, TRPC4 PAM inactive, MrgX1 ag inactive, TRPC6 activator inactive, TRPC6 inhibitor inactive, PolyA inhibitor inactive, TRPC4 agonist inactive and AI-2 QS modul 6.
Screening O=C(CNS(=O)(=O)c1ccccc1)N1CCN(C(=O)c2ccco2)CC1 returned HIF activator -2.3, MrgX1 allo act inactive, MrgX1 antag inactive, TRPC4 block inactive, TRPC4 PAM inactive, MrgX1 ag inactive, TRPC6 activator inactive, TRPC6 inhibitor inactive, PolyA inhibitor inactive, TRPC4 agonist inactive and AI-2 QS modul 23.
`CCc1cccc(N(C)C(N)=Nc2cccc3ccccc23)c1` gave HIF activator -0.1, MrgX1 allo act inactive, MrgX1 antag inactive, TRPC4 block inactive, TRPC4 PAM inactive, MrgX1 ag inactive, TRPC6 activator inactive, TRPC6 inhibitor inactive, PolyA inhibitor inactive, TRPC4 agonist inactive and AI-2 QS modul -1.
CCCC(=O)N1c2ccccc2NC2=C(C(=O)CCC2)C1c1ccc(F)cc1 (configuration not stated) was read as HIF activator 0.0, MrgX1 allo act inactive, MrgX1 antag inactive, TRPC4 block inactive, TRPC4 PAM inactive, MrgX1 ag inactive, TRPC6 activator inactive, TRPC6 inhibitor inactive, PolyA inhibitor inactive, TRPC4 agonist inactive and AI-2 QS modul 7.
For NC(CC(=O)O)c1ccc(Br)cc1 (configuration not stated) the results were HIF activator 0.6, MrgX1 allo act inactive, MrgX1 antag inactive, TRPC4 block inactive, TRPC4 PAM inactive, MrgX1 ag inactive, TRPC6 activator inactive, TRPC6 inhibitor inactive, PolyA inhibitor inactive, TRPC4 agonist inactive and AI-2 QS modul 25.
O=C(N/N=C/c1c[nH]c2ccccc12)c1cc2ccccc2o1 was read as HIF activator 2.1, MrgX1 allo act inactive, MrgX1 antag inactive, TRPC4 block inactive, TRPC4 PAM inactive, MrgX1 ag inactive, TRPC6 activator inactive, TRPC6 inhibitor inactive, PolyA inhibitor inactive, TRPC4 agonist inactive and AI-2 QS modul 24.
O=C(NN1C(=O)C2C3C=CC(C3)[C@H]2C1=O)c1cccnc1 (some centres not stated) was read as HIF activator -0.3, MrgX1 allo act inactive, MrgX1 antag inactive, TRPC4 block inactive, TRPC4 PAM inactive, MrgX1 ag inactive, TRPC6 activator inactive, TRPC6 inhibitor inactive, PolyA inhibitor inactive, TRPC4 agonist inactive and AI-2 QS modul 3.
For O=C1CCc2cc(S(=O)(=O)N3CCC(C(=O)NC4CCCC4)CC3)ccc2N1 the results were MrgX1 allo act inactive, MrgX1 antag inactive, TRPC4 block inactive, TRPC4 PAM inactive, MrgX1 ag inactive, TRPC6 activator inactive, TRPC6 inhibitor inactive, PolyA inhibitor inactive, TRPC4 agonist inactive and AI-2 QS modul 22.
For Cc1nnc(NC(=O)c2ccc(C)c(S(=O)(=O)N3CCOCC3)c2)s1 the results were HIF activator 0.5, MrgX1 allo act inactive, MrgX1 antag inactive, TRPC4 block inactive, TRPC4 PAM inactive, MrgX1 ag inactive, TRPC6 activator inactive, TRPC6 inhibitor inactive, PolyA inhibitor inactive, TRPC4 agonist inactive and AI-2 QS modul 23.
`N#CCc1cnc2ccccc2n1` gave HIF activator -0.4, MrgX1 allo act inactive, MrgX1 antag inactive, TRPC4 block inactive, TRPC4 PAM inactive, MrgX1 ag inactive, TRPC6 activator inactive, TRPC6 inhibitor inactive, PolyA inhibitor inactive, TRPC4 agonist inactive and AI-2 QS modul -2.
O=C(CSCCc1ccccn1)Nc1cccnc1Cl was read as HIF activator 0.1, MrgX1 allo act inactive, MrgX1 antag inactive, TRPC4 block inactive, TRPC4 PAM inactive, MrgX1 ag inactive, TRPC6 activator inactive, TRPC6 inhibitor inactive, PolyA inhibitor inactive, TRPC4 agonist inactive and AI-2 QS modul 13.
Screening CCCCC(=O)N/N=C(\C)c1cccc(NC(=O)C2CC2)c1 returned HIF activator 1.0, MrgX1 allo act inactive, MrgX1 antag -5.6*, TRPC4 block inactive, TRPC4 PAM inactive, MrgX1 ag inactive, TRPC6 activator inactive, TRPC6 inhibitor inactive, PolyA inhibitor inactive, TRPC4 agonist inactive and AI-2 QS modul -10.
CCOC(=O)c1c(-c2ccccc2)csc1NC(=O)CSc1nncs1 was read as HIF activator 0.1, MrgX1 allo act inactive, MrgX1 antag inactive, TRPC4 block inactive, TRPC4 PAM inactive, MrgX1 ag inactive, TRPC6 activator inactive, TRPC6 inhibitor inactive, PolyA inhibitor inactive, TRPC4 agonist inactive and AI-2 QS modul 8.
For Cc1ccc(C)c(OCCCCn2ccnc2)c1 the results were HIF activator -0.3, MrgX1 allo act inactive, MrgX1 antag inactive, TRPC4 block inactive, TRPC4 PAM inactive, MrgX1 ag inactive, TRPC6 activator inactive, TRPC6 inhibitor inactive, PolyA inhibitor inactive, TRPC4 agonist 133* and AI-2 QS modul 14.
Nc1nc(-c2ccc(F)cc2)cc(C(F)(F)F)n1 was read as HIF activator 1.0, MrgX1 allo act inactive, MrgX1 antag inactive, TRPC4 block inactive, TRPC4 PAM inactive, MrgX1 ag inactive, TRPC6 activator inactive, TRPC6 inhibitor inactive, PolyA inhibitor inactive, TRPC4 agonist inactive and AI-2 QS modul 3.
CCN(CC)CCCCCC(=O)Nc1ccccc1C(=O)Nc1ccccc1 was read as HIF activator 0.1, MrgX1 allo act inactive, MrgX1 antag inactive, TRPC4 block inactive, TRPC4 PAM inactive, MrgX1 ag inactive, TRPC6 activator inactive, TRPC6 inhibitor inactive, PolyA inhibitor inactive, TRPC4 agonist inactive and AI-2 QS modul -9.
`COC(=O)c1cccc(S(=O)(=O)N2CCC(c3nc4ccccc4o3)CC2)c1` gave HIF activator 0.2, MrgX1 allo act inactive, MrgX1 antag inactive, TRPC4 block inactive, TRPC4 PAM inactive, MrgX1 ag inactive, TRPC6 activator inactive, TRPC6 inhibitor inactive, PolyA inhibitor inactive, TRPC4 agonist inactive and AI-2 QS modul 13.
Screening CCC(OC(=O)c1ccco1)C(=O)NCc1ccc(OC)cc1 (configuration not stated) returned HIF activator 0.0, MrgX1 allo act inactive, MrgX1 antag inactive, TRPC4 block inactive, TRPC4 PAM inactive, MrgX1 ag inactive, TRPC6 activator inactive, TRPC6 inhibitor inactive, PolyA inhibitor inactive, TRPC4 agonist inactive and AI-2 QS modul 16.
Screening Cn1cccc1C(=O)NC(=O)COC(=O)Cc1coc2ccc3ccccc3c12 returned HIF activator -0.8, MrgX1 allo act inactive, MrgX1 antag inactive, TRPC4 block inactive, TRPC4 PAM inactive, MrgX1 ag inactive, TRPC6 activator inactive, TRPC6 inhibitor inactive, PolyA inhibitor inactive, TRPC4 agonist inactive and AI-2 QS modul 17.
`CCS(=O)(=O)N1Cc2ccccc2CC1C(=O)Nc1cccc(C)c1` (configuration not stated) gave HIF activator 4.0, MrgX1 allo act inactive, MrgX1 antag inactive, TRPC4 block inactive, TRPC4 PAM inactive, MrgX1 ag inactive, TRPC6 activator inactive, TRPC6 inhibitor inactive, PolyA inhibitor inactive, TRPC4 agonist inactive and AI-2 QS modul 7.
For CC1(C)CC(N(Cc2cccs2)C(=O)c2ccco2)CCO1 (configuration not stated) the results were HIF activator 0.4, MrgX1 allo act inactive, MrgX1 antag inactive, TRPC4 block inactive, TRPC4 PAM inactive, MrgX1 ag inactive, TRPC6 activator inactive, TRPC6 inhibitor inactive, PolyA inhibitor inactive, TRPC4 agonist inactive and AI-2 QS modul 3.
`Cc1ccc(OCC(O)CN2CCN(CC(O)COc3ccc(C)cc3)CC2)cc1` (configuration not stated) gave HIF activator -0.7, MrgX1 allo act inactive, MrgX1 antag inactive, TRPC4 block inactive, TRPC4 PAM inactive, MrgX1 ag inactive, TRPC6 activator inactive, TRPC6 inhibitor inactive, PolyA inhibitor inactive, TRPC4 agonist inactive and AI-2 QS modul 8.
`CCN(C(=O)Cc1c(C(=O)O)n(C)c2ccccc12)c1ccc(F)cc1` gave HIF activator -0.3, MrgX1 allo act inactive, MrgX1 antag -5*, TRPC4 block inactive, TRPC4 PAM inactive, MrgX1 ag inactive, TRPC6 activator inactive, TRPC6 inhibitor inactive, PolyA inhibitor inactive, TRPC4 agonist inactive and AI-2 QS modul 12.
For c1nnn(C23CC4CC(CC(C4)C2)C3)n1 the results were HIF activator 0.3, MrgX1 allo act inactive, MrgX1 antag inactive, TRPC4 block inactive, TRPC4 PAM inactive, MrgX1 ag inactive, TRPC6 activator inactive, TRPC6 inhibitor inactive, PolyA inhibitor inactive, TRPC4 agonist inactive and AI-2 QS modul 1.
COCCNC(=O)C1CCN(C(=O)C2CC(=O)N(c3ccc(C)cc3)C2)CC1 (configuration not stated) was read as HIF activator 0.1, MrgX1 allo act inactive, MrgX1 antag inactive, TRPC4 block inactive, TRPC4 PAM inactive, MrgX1 ag inactive, TRPC6 activator inactive, TRPC6 inhibitor inactive, PolyA inhibitor inactive and TRPC4 agonist inactive.
